Screening results: PubChem, several laboratories
V-ATPase pHluor: regulators of yeast V-ATPase proton transport | response, % at 10 µM | 350,000 compounds, 0.37% hits | S. cerevisiae, pHLuorin cytosolic pH fluorescence | AID 504577; in the data active = response mostly above about 7.3%, no sharp cut-off; inactive = mostly below about 5.4%; note: actives read high; inactives centre near 0; some compounds called inactive have numbers as strong as hits; reference of the scale not given here
HTR5A inv ag: inverse agonist of human HTR5A in OPRM1-OPRD1 counter-screen | 340,000 compounds, 0.083% hits | P47898 | inhibition, % at 9.3 µM | HTR5A cell line, luminescence, inverse agonism; in the data active = inhibition mostly above about 23%, no sharp cut-off; inactive = mostly below about 18%;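 note: 0% = cells with DMSO and 100% = no-cell wells with DMSO; some compounds called inactive have numbers as strong as hits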
Target sequence (P47898 whole entry, looked up): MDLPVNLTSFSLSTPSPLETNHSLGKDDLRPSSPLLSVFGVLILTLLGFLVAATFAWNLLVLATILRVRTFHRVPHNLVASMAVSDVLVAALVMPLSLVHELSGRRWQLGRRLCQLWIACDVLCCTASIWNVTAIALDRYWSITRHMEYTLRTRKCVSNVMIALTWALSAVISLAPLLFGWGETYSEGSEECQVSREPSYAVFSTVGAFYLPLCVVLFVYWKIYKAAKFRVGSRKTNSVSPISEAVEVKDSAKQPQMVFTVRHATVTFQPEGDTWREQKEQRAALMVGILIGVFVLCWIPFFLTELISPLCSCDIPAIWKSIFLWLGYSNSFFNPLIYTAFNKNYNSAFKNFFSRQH
MITF TRPM1 HTS: activators of MITF-driven TRPM1 promoter activity in SK-MEL-5 cells | SK-MEL-5 TRPM1-promoter luciferase, 24 h; % of positive control, neutral wells = 0 | activation, % at 12.5 µM | 300,000 compounds, 0.75% hits;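 active = mean activation of at least 80% with every replicate also reaching 80%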;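 note: 0% = neutral control wells and 100% = parthenolide positive control wells; values of inactives mirror those of a sister screen read the other way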
HTR5A ag: activates human HTR5A in OPRM1-OPRD1 agonist counter-screen. P47898. activation, % at 9.3 µM. 340,000 compounds, 0.61% hits. AID 504692. HTR5A agonist assay, luminescence, cell-based; in the data active = activation mostly above about 9.5%, no sharp cut-off; inactive = mostly below about 7.6%;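 note: 0% = cells with vehicle only and 100% = reference agonist; strong numbers were not always called active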
SR-BI HDL uptake: blocks mouse SR-BI lipid uptake from DiI-HDL; Q61009; ldlA[mSR-BI] CHO cells, DiI-HDL uptake fluorescence, 3 h; inhibition, % at 12.5 µM; 320,000 compounds, 0.96% hits;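 active = mean replicate inhibition of at least 70% and a set share of replicates each scoring 70 or more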;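 note: 0% = median of neutral control wells and 100% = median of positive control wells; values of inactives mirror those of a sister screen read the other way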
dFosB activator: enhances mouse delta FosB homodimer DNA binding. P13346. purified delta FosB, TAMRA-CDK5 oligo fluorescence polarization; percent of positive-control signal above neutral wells. activation, % at 25 µM. 340,000 compounds, 0.99% hits. AID 493131;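 active = mean activation above about 17%, with every replicate also reaching it, limit read from the data, passing the limit was not always enough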;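 note: fluorescence polarization rise as delta FosB binds a TAMRA Cdk5 AP-1 oligo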
PvdQ inh: blocks Pseudomonas aeruginosa PvdQ acylase activity; purified PvdQ acylase, fluorescence plate reader; inhibition, % at 10 µM; 340,000 compounds, 0.063% hits; AID 488965; in the data active = inhibition above about 30%, passing the limit was not always enough;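 note: 0% = vehicle neutral wells and 100% = reference inhibitor wells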
NSD2 inh: blocks human histone methyltransferase NSD2; inhibition, % at 12.5 µM; O96028; 310,000 compounds, 0.54% hits; NSD2 peptide methylation, AlphaScreen, 120 min; in the data active = inhibition above about 50%
Wnt bcat act: activators of Wnt/beta-catenin signaling | Wnt/beta-catenin reporter cell assay, activator, plate reader | activation, % at 9.35 µM | 300,000 compounds, 1.2% hits | AID 743398; in the data active = activation above about 30%, passing the limit was not always enough;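 note: 0% = neutral control wells and 100% = positive control wells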
CDK5 p35 inh: inhibitors of human CDK5/p35 kinase. inhibition, % at 10 µM. Recombinant CDK5/p35, ADP-Glo luminescence, 60 min. Q00535+Q15078. 330,000 compounds, 0.01% hits;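 active = highest replicate inhibition of at least 50% and at least 75% of replicates reaching 50%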;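 note: plate controls were DMSO neutral control for no effect and GW8510 at 10 µM for full effect; many of its hits are not listed in these tables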
Target sequence (Q00535 whole entry, looked up): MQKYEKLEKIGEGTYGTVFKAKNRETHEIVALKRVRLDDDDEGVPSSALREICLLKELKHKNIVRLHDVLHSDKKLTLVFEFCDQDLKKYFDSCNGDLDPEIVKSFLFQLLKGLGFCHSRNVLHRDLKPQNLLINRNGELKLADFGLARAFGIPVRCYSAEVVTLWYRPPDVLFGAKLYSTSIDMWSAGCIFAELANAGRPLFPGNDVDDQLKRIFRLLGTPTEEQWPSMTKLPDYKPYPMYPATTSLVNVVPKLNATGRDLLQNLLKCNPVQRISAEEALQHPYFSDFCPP
Target sequence (Q15078 whole entry, looked up): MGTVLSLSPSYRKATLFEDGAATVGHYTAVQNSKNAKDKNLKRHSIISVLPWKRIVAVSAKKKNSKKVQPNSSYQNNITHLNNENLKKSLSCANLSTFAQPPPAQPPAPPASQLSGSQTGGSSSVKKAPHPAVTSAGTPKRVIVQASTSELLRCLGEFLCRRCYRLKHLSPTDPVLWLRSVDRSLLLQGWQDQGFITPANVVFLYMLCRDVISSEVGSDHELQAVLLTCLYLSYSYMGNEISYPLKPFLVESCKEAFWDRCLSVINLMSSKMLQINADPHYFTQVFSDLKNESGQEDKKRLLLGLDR
Active calls of the source: *; . = not tested or not shown; & = joins results of further samples. These rows are one share of the data; rates above refer to the full screens.

SMILES	V-ATPase pHluor	HTR5A inv ag	MITF TRPM1 HTS	HTR5A ag	SR-BI HDL uptake	dFosB activator	PvdQ inh	NSD2 inh	Wnt bcat act	CDK5 p35 inh
Nc1ccncc1	4	0	4	0	-13	7	2	.	0	-0.2
COCc1cc(OC(=O)N(C)C)nc(-c2ccc(C)c(Cl)c2)n1	-1	1	.	-8	9	-14	-11	-6	1	-0.7
Cc1ccc(OCC(=O)N2CCN(C3CCC(c4ccccc4)CC3)CC2)cc1 (stereo not given)	-1	-13	-6	-1	-12	-9	12	13	-1	-0.5
Cn1c(=O)c2nncnc2n(C)c1=O	0	-2	3	1	-23	4	-3	-1	.	0.5
CC(N)Cc1c[nH]c2ccc(Cl)cc12 (stereo not given)	-8	-42	7	2	-31	0	-1	9	-5	0.7
COc1cc(/C=N/NC(=O)CN2CC(c3ccccc3)CC2=O)ccc1OC(=O)N(C)C (stereo not given)	-8	-21	.	0	-5	-1	9	2	-5	-0.5
CCCCn1c(O)c(C(CC)=NC(C)c2ccccc2)c(=O)[nH]c1=O (stereo not given)	0	0	-17	0	-4	-6	-8	9	-1	-1.7
O=C(COc1ccc(Cl)cc1)N(c1ccc(Cl)cc1)C1CN2CCC1CC2 (stereo not given)	-3	-13	.	-1	5	-4	-8	0	1	-0.7
O=c1[nH]c(=O)n(CCc2ccccc2)c(O)c1C=NCCCn1ccnc1	-2	-8	8	-2	-16	-2	-6	0	.	-1.7
COc1ccc(NC2Oc3cc4c(cc3C(c3cc(OC)c(OC)c(OC)c3)C2C)OCO4)cc1 (stereo not given)	-11	-26	.	7	11	-12	12	1	-11	2.0
CS(=O)(=O)N1CCN(C(=N)N[N+](=O)[O-])CC1	-2	-4	5	2	-10	3	-2	-3	1	-0.3
C(=NC12CN3CN(CN(C3)C1)C2)c1cccnc1	0	-35	-2	13	-10	4	1	-3	2	1.1
O=C1CC(=O)N(c2cccc(Cl)c2)C(=O)N1	-1	8	-3	-2	-14	-5	18	-1	.	-11
CCN1CCN(c2nc([N+](=O)[O-])nn2C)CC1	-2	-26	-1	1	-31	-1	-10	2	4	-1.6
N#C/C=C/C#N	3	-21	-16	5	2	2	-13	.	1	-0.1
NP(=O)(OCCCc1ccccc1)Oc1ccccc1 (stereo not given)	-4	-12	12	2	-12	8	-17	.	-3	0.4
CSc1ncc(/C=C2/C(=O)NC(=O)N(c3ccc(C(C)C)cc3)C2=O)cn1	2	0	-7	-1	-21	-7	-12	1	.	-8.4
Cn1cccc1CNCCc1ccc(F)cc1	-3	-13	10	5	8	-2	11	5	-2	1.2
CCCC1(CC(C)C)C(=O)NC(=S)NC1=O	-1	7	-3	-2	-6	3	10	-1	0	0.4
Cc1cc(S(=O)(=O)NCC(C)C)ccc1OCC(=O)N1CCN(Cc2ccccc2)CC1	3	-13	-13	7	50	-10	6	0	-1	-0.6
COc1ccc(/C=C/C(=O)c2c(O)n(CCC3=CCCCC3)c(=O)[nH]c2=O)cc1OC	0	-25	7	0	.	-3	-7	.	0	-1.6
CC(C)CCCn1c(O)c(/C=C2/C=CC=N2)c(=O)[nH]c1=O	-1	16	-2	2	21	-5	-6	4	.	-1.3
O=c1[nH]oc2c1CCNC2	-1	-9	2	3	-14	-1	-6	.	-2	-1.6
O=C(N/N=C/c1c(O)n(-c2cccc3ccccc23)c(=O)[nH]c1=O)c1ccncc1	2	-9	.	0	1	-5	-11	0	0	0.1
CCOC(=O)C(O)(c1ccc(NC(=S)NC(=O)c2ccc(Cl)cc2Cl)c(C)c1)C(F)(F)F (stereo not given)	12	20	-26	-5	38	-5	-16	-1	-1	1.4
CC1(C)CN=C(NCc2ccccc2)S1	-3	0	.	0	-26	3	-24	0	2	0.5
Cc1ccc(-n2c(O)c(C=NCc3cccnc3)c(=O)[nH]c2=O)cc1C	0	11	0	-8	-5	1	-4	1	.	-0.8
CCOc1ccc(CN2CCCC(C(=O)c3ccccc3OC)C2)cc1 (stereo not given)	1	-3	-5	-3	-21	-7	-13	1	-2	0.4
CCN1C(=O)NC(=O)/C(=C/c2cc(C)n(-c3sc(C)c(C)c3C#N)c2C)C1=O	-3	-5	3	1	-29	-4	-8	16	4	0.4
COCCCn1c(N)c(C(=O)OCCOC)c2nc3ccccc3nc21	-1	7	.	-3	-31	-1	-1	73*	-3	-0.5
O=P1(NCCCn2cc[n+](Cc3nc4ccccc4[nH]3)c2)C=C(c2ccccc2)OC(c2ccccc2)=C1	0	15	-4	-6	16	-2	-19	.	0	-0.3
CN1CCN(c2ccc3c(c2)S(=O)(=O)c2ccccc2C3=O)CC1	-3	3	93*	-4	-8	5	-5	.	25	-2.6
Cc1c(P(=S)(c2ccccc2)c2ccccc2)[n+]2ccccc2n1C	-1	-16	-9	2	1	-7	-2	-4	-3&2	0.7
COc1ccc(-[n+]2c(-c3ccccc3)cc(-c3ccc(C)cc3)cc2-c2ccccc2)cc1	-2	-25	-73	7	-32	-5	-13	.	-7	0.5
C=CCn1c(O)c(C(C)=NCCCN(C)C)c(=O)[nH]c1=O	0	-9	22	3	-16	-2	11	4	1	0.9
CCCC(=O)OCC[N+](C)(C)C	0	-5	-1	2	0	0	-12	.	2	-0.1
COc1ccc(N2C(=O)NC(=O)C(CCc3ccncc3)(CCc3ccncc3)C2=O)cc1	0	13	-11	-2	-12	-7	-15	-1	3	-0.9
COC(=O)C1=C(c2ccc(F)cc2OCc2ccccc2)C[C@@H]2CC[C@H]1N2C(=O)NCCOc1ccccc1	-1	0	2	5	20	-11	-14	.	-15	-0.9
Cc1c(NC(NC(=O)CF)C(Cl)(Cl)Cl)c(=O)n(-c2ccccc2)n1C (stereo not given)	0	-16	7	-13	-21	0	5	4	-1	-2.3
CCOC(=O)C(O)(c1ccc(N(CC)S(=O)(=O)c2ccc(C)cc2)cc1)C(F)(F)F (stereo not given)	-1	-2	-14	1	-2	-10	3	-1	.	-0.7
CC1=CC(=C2C(=O)NC(=O)NC2=O)C=C(C(F)(F)F)N1C(C)C	2	13	4	-5	0	-7	7	6	.	-0.5
COC(=O)C1=C(c2c(C)noc2C)C[C@@H]2CC[C@H]1N2C(=O)NCc1ccco1	-2	-13	5	11	-9	-7	1	.	2	-0.1
Cc1ccccc1C(=O)NC(Oc1ccccc1)C(Cl)(Cl)Cl (stereo not given)	0	-9	5	5	0	1	-17	26	-3	-0.1
COc1ccc(-n2c(CNCCc3ccc(C)cc3)nc3ccccc3c2=O)cc1	-2	3	.	4	-22	-2	-12	2	0	0.0
c1ccc2sc(N3CCNCC3)nc2c1	-3	-6	2	2	4	3	-1	3	4	-0.4
CC(C)(C)NS(=O)(=O)c1ccc(OCC(=O)N2CCN(Cc3ccccc3)CC2)cc1	-1	5	-16	3	3	-8	7	-4	0	0.3
CCc1ccc(N2C(=O)CC(=O)NC2=O)cc1	0	-16	-12	4	20	0	-3	0	-2	-1.8
Cc1ccc(N=Nc2c(O)[nH]c(=O)[nH]c2=O)c([N+](=O)[O-])c1	0	-3	.	2	-17	0	-4	19	.	0.1
CCOc1ccc(-c2c(C)n(-c3ccc(OCC)cc3)c3[n+]2CCCCC3)cc1	-2	11	.	1	0	-14	-19	3	-9	0.5
CCOP(=O)(OCC)C(O)c1ccc2c(c1)OCO2 (stereo not given)	1	4	.	5	-3	6	-10	-1	3	0.5

Additional compounds
SMILES	V-ATPase pHluor	HTR5A inv ag	MITF TRPM1 HTS	HTR5A ag	SR-BI HDL uptake	dFosB activator	PvdQ inh	NSD2 inh	Wnt bcat act	CDK5 p35 inh
Cc1cc(O)c2c3c(c(=O)oc2c1)CCC(C)C3 (stereo not given)	6	-2	.	1	26	7	12	2	-1	0.0
CC12CN3CCN(C1)CC(C)(C3)C2=NN	2	5	-13	-1	-10	3	-8	-3	4	1.1
COc1ccc(C(=O)C2CCCN(C3CSCCSC3)C2)cc1OC (stereo not given)	2	6	4	-2	6	-8	-9	0	-6	-1.4
CCOP(=S)(OCC)SCCSCC	-1	2	-4	0	-12	-5	-6	.	-2	-0.8
CC(=O)OC1C2CCC1C(N1CCCCC1)CC2 (stereo not given)	0	0	12	-2	-13	7	-14	1	0	-0.6
c1ccc(CNC2CCCCCCC2)cc1 (tested in a mixture with another compound)	-4	-20	14	5	-5	-7	8	1	3	1.6
O=C(Nc1ccccc1)N1CCC2(CC1)OCCO2	2	10	14	3	-3	-7	6	-2	-5	0.5
COc1ccccc1OP(=O)(Nc1ccc(Br)cc1)Oc1ccccc1OC	-3	14	.	-4	8	-3	-11	-2	-4	-4.8
C1CCC2CCCCC2C1 (stereo not given)	4	-3	-8	1	-7	4	-6	.	-1	0.9
CC(=O)c1ccc2c(c1)C1C(Cl)C(Sc3ccccc3[N+](=O)[O-])CC1C(c1ccccc1[N+](=O)[O-])N2 (stereo not given)	2	3	-3	11*	73*	-15	-17	1	-8	-0.8
Cc1cc([N+](=O)[O-])c2ccccc2[n+]1[O-]	-14	13	.	-6	-15	2	22	4	.	1.6
COC(=O)C(O)(c1ccc(N(C)C(=O)OC(C)C)cc1)C(F)(F)F (stereo not given)	1	-8	0	3	17	-2	2	-1	18	0.1
CCC(=O)OC1(Cc2ccc(CC)cc2)CC(C)N(C)CC1C (stereo not given)	-3	-44	-3	1	-5	2	-6	-1	-2	-0.4
O=S(=O)(c1ccc(Cl)cc1)N1CN2CCN(C2)C1	0	6	.	4	-318	2	-11	-1	7	-1.4
COC(=O)C1=C(c2ccccc2OCc2ccccc2)C[C@@H]2CC[C@H]1N2C(=O)NCc1ccc(C(F)(F)F)cc1	-2	11	1	-1	-5	-9	-12	.	2	-0.6
COc1ccc(OC(=O)N(C)C)c(CN(C)C)c1	-1	0	-5	3	-15	-3	-8	0	.	1.0
O=c1c2ccccc2nc(Cc2ccccc2)n1-c1cccc(O)c1	-2	4	0	-1	5	-2	-6	0	-1	-3.2
CCCCC(=O)N/N=C/c1c(O)n(CCCC)c(=S)[nH]c1=O	0	9	.	-5	-13	-8	-15	1	1	-7.0
CC1=CC(O)C(O)C2(C)C1CC1OC(=O)C(O)C3C(C)C(O)C4(O)OCC13C42 (stereo not given)	1	7	.	-2	-7	0	-20	-1	.	1.5
O=[N+]([O-])c1ccc(N2CCCCCC2)c2nonc12	0	21	.	-6	-23	-29	-6	0	-2	0.9
Cc1cccc(-n2c(O)c(C=NC34CN5CN(CN(C5)C3)C4)c(=O)[nH]c2=O)c1	-5	7	-5	-3	-25	-3	-2	-3	-1	-3.5
CCC1(C)OC(c2ccccc2)=C/C(=C/C=C2C(=O)NC(=O)NC2=O)O1 (stereo not given)	3	-18	-11	7	6	-1	0	.	-1	0.4
CCOP(=O)(OCC)C(NC(=O)c1ccccc1)=C(Cl)Cl	3	-3	-3	1	-38	3	-10	-3	-2	0.3
CC(Cc1ccccc1)N1Cc2ccccc2C1 (stereo not given)	2	16	1	-4	6	-8	-11	7	.	0.7
